Pf Dd2 inh = inhibitors of Plasmodium falciparum Dd2 growth. 4.3% of 120,000 active. Potency, µM (doses to about 28.9 µM), inactives show top-dose activity, negative = inhibition, most hits filed as inhibitors. P. falciparum Dd2 growth, SYBR Green, 72 h. AID 1347417; active means well fitted inhibition curve with a large enough effect; inconclusive means small, poorly fitted or top-dose-only effect; inactive means no such curve, though single readings can be large or run the other way;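 further: plate controls were DMSO vehicle for no effect and reference drug for full effect; nearly all actives have a fitted effect of over 65% in size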
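Readout: SYBR Green fluorescence, 485 nm excitation, 535 nm emission, after ~16 h lysis at 37C. Before that, Dd2-infected red cells (2.5% hematocrit) grew 72 h with compound, 29 uM top final concentration.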
The depositor's hits bear a star; i = inactive; ? = inconclusive; [ ] = another dose, or the depositor's remark. Potency means the concentration at half of the fitted maximal effect. These rows are one share of the data; rates above refer to the full screens.

SMILES	Pf Dd2 inh
COc1ccc(S(=O)(=O)NC[C@H]2Cn3c(-c4ccc(Cl)cc4)cnc3CO2)cc1	?
Cc1nn(-c2ccccn2)c(C)c1[C@@H]1C=C[C@@H](NC(=O)C2CCCCC2)C1	?
CCOc1ccc(NC(=O)Cn2c(-c3ccc(F)cc3)nc(C)c(CCO)c2=O)cc1	-17%
CC(C)CN1CCNc2cc(-c3ccccc3)ncc2C1	?
COc1cc(CN2CCC3(CC2)C(=O)NCN3Cc2ccc(Cl)cc2)ccc1F	?
Cc1nc(C)c(C(=O)NCC2Cn3cccc3C(=O)N2C)s1 (stereo not drawn)	3%
Cc1ccc(NC(=O)CSc2nccn2-c2ccccc2)cc1	-13%
O=C(NCCc1ccc(Cl)cc1)C1CCc2nnc(C3CCN([S+](=O)([O-])c4ccccc4)CC3)n21 (stereo not drawn)	5%
COc1nc2c(cc1CNC(=O)CC1CC1)C(=O)N(C1CCCC1)C2	-17%
CN1C(=O)C2(CCN(Cc3cccn3C)C2)c2ccccc21 (stereo not drawn)	?
COC1C(=O)N(c2cccc(F)c2)C12CCN(Cc1cccc(C#N)c1)CC2 (stereo not drawn)	i
O=C1N(c2ccccc2)c2ccccc2C12CCN(CC1CC1)C2 (stereo not drawn)	?
Cc1ccc(NC(c2nnc(-c3ccccc3)o2)c2ccccc2F)c([N+](=O)[O-])c1 (stereo not drawn)	?
CN(CC1CC1)C(=O)c1coc(CN2CCN(c3ccccc3F)CC2)n1	-16%
Cc1ccc(OCCSc2nc3ccc(NC(=O)c4ccc5c(c4)OCO5)cc3s2)cc1	12%
O=C(COc1ccccc1)Nc1ccc2nc(SCC(=O)N3CCCC3)sc2c1	11µM*
Cc1ccc(CNC(=O)N2C[C@@H](Oc3cccnc3)C[C@H]2C(=O)N2CCOCC2)cc1	44%
Cc1ccc(CN2CCC3(CC2)CCN(C(=O)C2CCC2)CC3CO)s1 (stereo not drawn)	-19%
COCCN1CC(C(=O)NCc2sc3ccccc3c2Cl)CCC1=O (stereo not drawn)	i
COc1ccccc1C(=O)N1C[C@@H](COc2ccccc2)[C@H](C(N)=O)C1	4%
COc1ccc(Cc2nc3nccc(-c4cc(OC)c(OC)c(OC)c4)n3n2)cc1	?
CC(=O)N1CCCN(C(=O)c2ccc3nccn3c2)CC1	-3%[44.1 µM]
Clc1ccc(C2Cn3nnc(-c4nc(-c5ccsc5)no4)c3CO2)cc1 (stereo not drawn)	i
CCOc1ccc(N(CC(=O)OC)S(=O)(=O)c2ccc3c(c2)n(C)c(=O)c(=O)n3C)cc1	14%
CCc1nn(CC(=O)NCCCc2ccccc2)c(=O)c2cc3ccccc3n12	-2%
O=C(NCCCn1ccnn1)C1CCCN(C2CCCC2)C1 (stereo not drawn)	-3%
O=C(CCc1c[nH]c2ccccc12)NC1CCN(c2ccc(=O)[nH]n2)CC1	-17%
NC(=O)c1c(NC(=O)CS(=O)(=O)c2ccc(Cl)cc2)sc2c1CCCCC2	25%
CN1CC2(CCCN(CC3CC3)C2)c2cc(C(=O)NCCc3ccccn3)ccc21 (stereo not drawn)	?
COC(=O)c1ccc(Cn2cnc3nc4c(cc3c2=O)CCCC4)cc1	56%[activator]
O=C1NC(=NC2CCCCC2)C2(CCN([S+](=O)([O-])c3ccccc3)C2)N1c1cccnc1 (stereo not drawn)	12%
Cc1sc2cc(C(=O)N(C)C)[nH]c2c1CN1CCCCC1	i
CCCNC(=O)N1CCCOCCNC(=O)[C@@H]2CCC[C@@H]21	15%
C=CCn1cc2c3c(cccc31)[C@H](CC(C)C)N[C@H](C(=O)NCc1ccccc1OC)C2	-9%[44.1 µM]
CC1=C(C(=O)NC2CC(=O)N(Cc3cccc4ccccc34)C2)OCCO1 (stereo not drawn)	-20%
CCCOc1cc(C)c2c(c1C)C[C@H](C(C)C(=O)NCc1ccc(OC)cc1)CC2 (stereo partly drawn)	10µM*
Cc1cnn(C2(C(=O)O)CCN(C(=O)c3cnn4cccnc34)CC2)c1	-11%
CC(=O)c1cccc(NC(=O)CCc2c(C)nc3c(c(C)nn3-c3ccccc3)c2C)c1	-5%
CCOc1ccccc1NC(=O)CCc1c(C)nc2c(c(C)nn2-c2ccccc2)c1C	27%
Cc1ccc(C)c(CN2CC[C@@H]3CN(S(C)(=O)=O)[C@@H]3C2)c1	i

Reprinted from the part before: 2 entries, followed by the next part.
SMILES	Pf Dd2 inh
CCOc1ccccc1NC(=O)CCc1c(C)nc2c(c(C)nn2-c2ccccc2)c1C	27%
Cc1ccc(C)c(CN2CC[C@@H]3CN(S(C)(=O)=O)[C@@H]3C2)c1	i
CCNC(=O)CC1=CSC2=NC(C)=C(C(=O)OCC)C(c3cccc([N+](=O)[O-])c3)N12 (stereo not drawn)	-10%
O=C1CC2(CCN(Cc3ccc(F)cc3)CC2)Oc2ccccc2N1	i
Cc1cc(F)ccc1OC1CN([S+](=O)([O-])CCC(F)(F)F)C1	i
CC1(C)[C@H](Cc2cc(CCO)on2)C[C@@H]1NC1CCOCC1	-24%[44.1 µM]
CCc1ccc(S(=O)(=O)N2C[C@@H](F)C[C@H]2C(=O)N2CCc3ccccc3C2)cc1	-17%
Cn1cc(C(=O)NCC(=O)N2CCCCCCNC(=O)CC2c2ccccc2)cn1 (stereo not drawn)	28%
COc1ccc(C(=O)N2CCC3(CC2)CC(c2nc(C)no2)N(C)C3)cn1 (stereo not drawn)	0%
C=CCCC(CN1CCSCC1)Oc1cc(CC)nc(C)n1 (stereo not drawn)	i
CSCC(=O)N[C@H]1CCN2C(=O)c3ccccc3NC(=O)[C@H]12	63%[activator][44.1 µM]
CC(C)(C)c1ccc(C(=O)Nc2sc3c(c2C#N)CCC(C(C)(C)C)C3)cc1 (stereo not drawn)	6%

Taken from above:
COc1nc2c(cc1CNC(=O)CC1CC1)C(=O)N(C1CCCC1)C2 @ Pf Dd2 inh = -17%
COC(=O)c1ccc(Cn2cnc3nc4c(cc3c2=O)CCCC4)cc1 @ Pf Dd2 inh = 56%[activator]

The main list resumes with the 6 entries that preceded the break.
SMILES	Pf Dd2 inh
CCc1ccc(S(=O)(=O)N2C[C@@H](F)C[C@H]2C(=O)N2CCc3ccccc3C2)cc1	-17%
Cn1cc(C(=O)NCC(=O)N2CCCCCCNC(=O)CC2c2ccccc2)cn1 (stereo not drawn)	28%
COc1ccc(C(=O)N2CCC3(CC2)CC(c2nc(C)no2)N(C)C3)cn1 (stereo not drawn)	0%
C=CCCC(CN1CCSCC1)Oc1cc(CC)nc(C)n1 (stereo not drawn)	i
CSCC(=O)N[C@H]1CCN2C(=O)c3ccccc3NC(=O)[C@H]12	63%[activator][44.1 µM]
CC(C)(C)c1ccc(C(=O)Nc2sc3c(c2C#N)CCC(C(C)(C)C)C3)cc1 (stereo not drawn)	6%
O=C(OCc1cc(=O)n2nc(-c3cccs3)sc2n1)c1ccc(F)cc1	-8%
Cc1ccc(S(=O)(=O)NC[C@H]2OC[C@@H](NCc3ccc(S(C)(=O)=O)cc3)[C@@H]2O)cc1	4%
Cc1cccnc1C(C)NC(=O)C1(Oc2ccc(Cl)cc2)CCNCC1 (stereo not drawn)	-15%
Cc1nc(-c2ccccc2Br)cc([C@H]2CN3CC[C@H]2C[C@@H]3CNC(=O)c2ccccc2)n1	?
Cc1ccc(NC(=O)c2c(NC(=O)Cc3ccccc3)sc3c2CCCC3)cc1	?
COc1ccc(C(=O)NC2(C(F)(F)F)C(=O)NC(C)=C2C#N)cc1OC (stereo not drawn)	10%
CC(C)CC(=O)N1CCOc2ccc(CN3CCc4ccccc4C3)cc2C1	i
O=C(c1ccc2cc[nH]c2c1)N1CCC2(CCCCO2)CC1	i
O=S(=O)(NCc1ccc(Cl)cc1)c1ccc2[nH]c3c(c2c1)CCCC3	8%
CCn1c(SCc2ccc(F)cc2Cl)nc(=O)c2c(C(=O)OC)cc(C3CC3)nc21	61%[activator]

Part of the list above in order of number of heavy atoms, descending:
SMILES	Pf Dd2 inh
Cc1nc(-c2ccccc2Br)cc([C@H]2CN3CC[C@H]2C[C@@H]3CNC(=O)c2ccccc2)n1	?
Cc1cccnc1C(C)NC(=O)C1(Oc2ccc(Cl)cc2)CCNCC1 (stereo not drawn)	-15%
O=C(c1ccc2cc[nH]c2c1)N1CCC2(CCCCO2)CC1	i

Further results:
SMILES	Pf Dd2 inh
O=C1CCN(S(=O)(=O)c2ccccc2)CCCN(C(=O)c2cc3ccccc3[nH]2)CCN1	-26%
O=C(NCCCc1nc2ccccc2n1Cc1c(F)cccc1Cl)C1CCCCC1	1%
COc1ccc(OC)c(-c2nc(Nc3ccccc3C)sc2CC(=O)O)c1	-10%
CCCS(=O)(=O)N1CCC(Cc2nncn2-c2ccccc2)CC1	i
CCN1c2cc(C(=O)N3CCCC3)ccc2C(=O)N2CCCCCC21 (stereo not drawn)	1%
O=C(NC1CCCCCC1)c1cc2n(n1)CC(c1ccc(Cl)cc1)OC2 (stereo not drawn)	-5%
COc1ccc(CCNC(=O)C(=O)NCC(c2cccs2)S(=O)(=O)c2ccc(C)cc2)cc1 (stereo not drawn)	i
CN(C)S(=O)(=O)c1ccc2c(c1)N(CC(=O)NCc1ccccc1)C(=O)C1CCCCN21 (stereo not drawn)	24%
O=C(CSc1nccn1-c1cccc(Cl)c1)Nc1cccc2ccccc12	i
CCn1cnnc1CC1CCN(C(=O)C2CCN(Cc3nc(-c4ccc(C)cc4)oc3C)CC2)CC1	i
O=c1[nH]c2cc(Br)ccc2n2cccc12	-2%
Cc1cc(C)n(CC(=O)N2C[C@@H](CO)[C@H](c3ccccn3)C2)n1	16%
CC1(C)CC(C(=O)N2CCC3(CC2)C(=O)Nc2ccccc23)CCO1 (stereo not drawn)	2%
Cc1noc2nc3c(c(C(=O)N[C@H]4CC[C@H]4N)c12)CCC3	?
CC(C)CCC(=O)N1CCC2(CC1)N(C)C(=O)CS2(=O)=O	-4%
CC(C)c1cccc(OCCn2c(-c3ccc(Cl)cc3)nc3ccccc3c2=O)c1	?
Cc1ccc(C)c(N2CCN(C(=O)C(C)n3nc(C)c4sc5ccccc5c4c3=O)CC2)c1 (stereo not drawn)	i
COc1ccc(C(=O)N2CCCCCNC(=O)[C@@H]3CCCC[C@@H]32)cc1F	-6%
O=C(c1ccccc1-c1ncc[nH]1)N1CCOC(Cc2cccc(F)c2)C1 (stereo not drawn)	5%
CCCCc1nc2cc(C(=O)N(C)Cc3ccc4nonc4c3)ccc2o1	i
O=C(NCCc1ccccc1)N1CCN(C(=O)N2CC3CC(C2)[C@H]2CCCC(=O)N2C3)CC1 (stereo partly drawn)	9%
CCN1CCC(N[C@@H]2CC[C@@H]2NC(=O)CCCc2ccccc2)CC1	-25%
Fc1ccc(-c2nnc3ccc(N4CCN(c5ccccn5)CC4)nn23)nc1	?
CCCn1cc(C(=O)NCC2COc3cc(OC)ccc3C2)c(C)n1 (stereo not drawn)	i
COc1ccc(Nc2oc(-c3ccc(COc4ccccc4)o3)nc2C#N)cc1	-5%
Cc1cc(C)c(NC(=O)Cn2c(=O)n(-c3cccc(C(F)(F)F)c3)c(=O)c3c(C)c(C)sc32)c(C)c1	53%[activator]
COc1ccc2c(c1)CN(Cc1ccccc1Cl)CC[C@H]1COC(=O)N21	11µM*
CN(c1ncccc1CNC(=O)CN1CCCC1=O)C1CCCCC1	-4%
CC1=C[C@@H](CNCCN(C)C)[C@H](C(C)C)C[C@H]1Cc1nnc(C)o1	i
CCN(CC)Cc1nc(C2(O)CCN(C(=O)C3CCC3)CC2)cs1	35%[activator][44.1 µM]
Cc1cccc(-c2nc3cnccn3c2NCCC(=O)NCc2ccc3c(c2)OCO3)c1	i
CN(C)C[C@@H]1CN(c2ccncn2)C[C@H]1NC(=O)Cc1c[nH]c2ccccc12	i
Cc1cc(NC(=O)N2CCC(Oc3ncccc3C(=O)N(C)C)C2)ccc1Br (stereo not drawn)	i
CCOc1cccc2cc(S(=O)(=O)c3ccccc3F)c(=O)oc12	?
Cc1ccc2oc(C(=O)Nc3c(C(=O)Nc4ccccc4)oc4ccccc34)cc(=O)c2c1	0%
O=C1CCC2(CCN(C(=O)c3cnccn3)CC2)CN1CC1CCCO1 (stereo not drawn)	-9%
COc1ccc(C(=O)N2[C@@H]3CC[C@H]2CC(NC(=O)c2ccc(F)cc2)C3)c(OC)c1 (stereo partly drawn)	-17%
O=C(Nc1cc2c(cc1C(=O)c1ccccc1Br)OCCO2)c1ccccc1	6%
Cc1ccc(C)c(N2CCN(c3ccc4cc(S(=O)(=O)N5CCC(C)CC5)ccc4n3)CC2)c1	?
COc1ccc(-n2nc(C3CCCN(C(=O)Nc4ccccc4)C3)[nH]c2=O)cc1 (stereo not drawn)	?
Cc1ccccc1NC(=O)Cn1c(=O)oc2cc(Br)ccc21	-18%
Cc1ccc(CNC(=O)C2CCN(C(=O)N3CC(C)Oc4ccc(Cl)cc43)CC2)cc1 (stereo not drawn)	?
O=C(N[C@@H]1C[C@H](Cn2cc(CN3CCS(=O)(=O)CC3)nn2)[C@@H](O)[C@H]1O)c1cncnc1	28%
CCC(=O)NCc1nnc2c(-c3nc(C(C)C)no3)cccn12	3%
CN(Cc1ccccn1)C1CCc2ccccc21 (stereo not drawn)	i
CSc1cccc(NC(=O)C2CCN(S(=O)(=O)c3ccc4[nH]c5c(c4c3)CCCCC5)CC2)c1	?
CNC(=O)[C@@H](c1ccccc1F)N1CCC[C@H]1C(=O)NCc1ccncc1	8%
O=C(O)CCC(=O)N1C[C@@H]2C[C@H](C1)c1ccc(-c3ccc(Cl)cc3)c(=O)n1C2	-14%[44.1 µM]
COc1ccc2oc(-c3cccc(NC(=O)c4cc([N+](=O)[O-])ccc4N4CCOCC4)c3)nc2c1	?
O=C(Nc1ccc(Cl)cc1)NC1CCN(c2nc3ncccc3o2)CC1	?

Bioassay records: PubChem, National Center for Advancing Translational Sciences (NCATS)
